ATXN2 expr inh: inhibitors of ATXN2 expression | HEK-293 ATXN2-luciferase reporter, luminescence, 24 h | Potency, µM (highest dose often 57 µM), for inactives: top-dose activity change, negative = inhibition, hits mostly inhibitors | 0.72% of 360,000 active | AID 1745845; further: potency means the concentration at half of the fitted maximal effect; on the % scale 0 is the no-effect control and ±100 the full control effect; nearly all actives have a fitted effect of over 55% in size
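ATXN2-luciferase reporter cells (luciferase flanked by upstream and downstream ATXN2 gene portions) were treated 24 h at 37 °C with compounds at up to 57 uM. SteadyGlo luminescence gave expression; GF-AFC fluorescence gave viability.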
WRN inhibitor: inhibitors of human WRN helicase | Q14191 | WRN helicase unwinding, fluorescent forked duplex, kinetic | Potency, µM (titrated, usually from 114 µM), for inactives: at the top dose activity change, negative = inhibition, most hits filed as inhibitors | 0.46% of 360,000 active; further: potency means the concentration at half of the fitted maximal effect; on the % scale 0 is the no-effect control and ±100 the full control effect; nearly all actives have a fitted effect of over 55% in size
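Kinetic red-fluorescence monitoring (525/598 nm) tracks WRN helicase activity after 100 nM fluorophore-quencher forked duplex and 2 mM ATP are added to 20 nM enzyme pretreated 15 min at room temperature with compound.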
KB-V1 cytotox: KB-V1 MDR subline cytotoxicity; 3.4% of 400,000 active; KB-V1 MDR cells viability, CellTiter-Glo, 72 h; Potency, µM (top dose mostly 46.1 µM), for inactives: at the highest dose activity change, negative = cytotoxicity, actives largely listed as cytotoxic; further: potency means the concentration at half of the fitted maximal effect; on the % scale 0 is the no-effect control and ±100 the full control effect; nearly all actives have a fitted effect of over 60% in size
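KB-V1 cells (P-gp-expressing MDR subline of KB-3-1) in phenol-red-free DMEM with 10% FBS were exposed to library compounds over a concentration series for 72 h at 37 degrees C. Viability read by CellTiter-Glo luminescence; concentration-effect curves fitted after normalization.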
KB-3-1 cytotox: kills parental KB-3-1 adenocarcinoma cells; 1.4% of 400,000 active; KB-3-1 viability, CellTiter-Glo ATP luminescence, 72 h; Potency, µM (doses to about 46.1 µM), for inactives: top-dose activity change, negative = cytotoxic, actives largely listed as cytotoxic; further: potency means the concentration at half of the fitted maximal effect; on the % scale 0 is the no-effect control and ±100 the full control effect; nearly all actives have a fitted effect of over 60% in size
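Luminescent ATP read-out (CellTiter-Glo) measures survival of drug-naive KB-3-1 cells after 72 h compound exposure at 37 °C. Titration series was screened from lowest to highest concentration, with DMSO vehicle plates as background controls.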
IL-1B inflam inh: inflammasome signaling inhibition, IL-1 beta readout | THP-1 LPS/ATP IL-1B secretion, AlphaLISA, 16 h; active compounds read low | activity change, % at 57.5 µM | 4.7% of 360,000 active; in the data active means activity change below about -50%; inconclusive means mostly about -30% to -49%; further: on the % scale 0 is the no-effect control and ±100 the full control effect
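Secreted IL-1B measured by AlphaLISA bead assay after 16 h compound exposure of THP-1 cells; compounds (final up to 57.5 uM) added 1 h before LPS (250 ng/mL) and ATP (1.25 mM) stimulation; lower signal means less secretion.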
MCF10A rereplic: DNA re-replication induction in MCF 10a cells; MCF 10A DNA re-replication, Hoechst nuclear intensity, 48 h; Potency, µM (series often up to 46.1 µM), for the others: top-dose activity, positive = re-replication, hits mostly activators; 2.9% of 350,000 active; further: potency means the concentration at half of the fitted maximal effect; % of control where 0% means no effect; nearly all actives have a fitted effect of over 50% in size
HT1080-NT tox: kills 2HG-producing HT-1080-NT fibrosarcoma cells | HT-1080-NT fibrosarcoma viability, CellTiter-Glo ATP luminescence, 48 h | Potency, µM (doses to about 46.1 µM), for inactives: top-dose activity, negative = less viability, usual class: cytotoxic | 1.6% of 360,000 active;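 further: NT is the 2HG producing partner of a matched IDH1 knockdown line; potency means the concentration at half of the fitted maximal effect; 0% = DMSO-treated cells and -100% = media-only wells without cells; nearly all actives have a fitted effect of over 55% in size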
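Fibrosarcoma NT cells, 750 per well in 5% FBS RPMI, were exposed to compound for 48 hours. Viability: CellTiter-Glo luminescence.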
SW480 rerep: DNA re-replication induction in SW480 cells. SW480 DNA re-replication, Hoechst DNA content imaging, 48 h. Potency, µM (highest dose often 46.1 µM), without a hit: at the highest dose re-replication activation, usual class: activators. 1.8% of 340,000 active; further: potency means the concentration at half of the fitted maximal effect; % of control where 0% means no effect; nearly all actives have a fitted effect of over 55% in size
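Hoechst fluorescence of nuclei (405 nm excitation, 500-530 nm emission) measured by plate-scanning imager after 48 hr compound exposure at 37 C; re-replication scored as increased number of nuclei with elevated intensity.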
HT1080 IDH1KD tx: toxicity to HT-1080 IDH1 knockdown cells (counter line); HT-1080 IDH1 knockdown viability, ATP luminescence, 48 h; Potency, µM (doses to about 46.1 µM), for inactives: at the highest dose activity, negative = toxicity, usual class: cytotoxic; AID 686971; 2% of 360,000 active;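 further: potency means the concentration at half of the fitted maximal effect; 0% = DMSO wells and -100% = cell-free medium wells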
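CellTiter-Glo luminescence after 48 h compound exposure at 37 degrees C of IDH1-knockdown HT-1080 cells in 5% FBS RPMI. %Activity scaled between DMSO wells and cell-free media wells, with curves fitted and assigned curve classes.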
* hit, by the source's call; ? = inconclusive; · = not tested or not shown; & = joins results of further samples; [ ] = another dose, or the depositor's remark. Unless noted, the call rests on the fitted dose curve; in most records, active means well fitted curve in the direction sought with a large enough effect; inconclusive means small, poorly fitted or top-dose-only effect, or another doubt; inactive means no such curve, though single readings can be large; an effect the other way counts as inactive or inconclusive.

SMILES	ATXN2 expr inh	WRN inhibitor	KB-V1 cytotox	KB-3-1 cytotox	IL-1B inflam inh	MCF10A rereplic	HT1080-NT tox	SW480 rerep	HT1080 IDH1KD tx
C=CCN(CC=C)C(=O)C1CCN(S(=O)(=O)c2ccc(-n3cnnn3)cc2)CC1	-9%	6%	-18%	-19%	18	2%	-8%	-4%	-13%
CN=C1SC(CC(=O)NCCc2ccc(OC)c(OC)c2)C(=O)N1C (stereo unspecified)	-12%&8%	3%&-6%	-6%&10%	-8%&-4%	4&41	-22%&0%	8%&2%	-11%&-4%	13%&13%
CCOc1ccccc1C1C(C(N)=O)=C(C)Nc2nc(CCCO)nn21 (stereo unspecified)	-11%	0%	-17%	1%	21	-3%	2%	-20%	-6%
O=C1NC(=S)N/C1=C\c1cccnc1	·	-6%	11%	2%	-29	-4%	-1%	-1%	7%
NS(=O)(=O)c1ccc(CCNC(=O)c2cccc(S(=O)(=O)N3CCCC3)c2)cc1	-1%	3%	?	15%	28	7%	3%	-5%	3%
Cc1c(C(C)NC(=O)c2cc(COc3cccc4cnccc34)on2)cnn1C (stereo unspecified)	·	10%	?	21µM*	-7	3%	-12%	-15%	-13%
CCN1C(=O)C2C(c3ccccc3F)NC(Cc3ccc(O)cc3)(C(=O)OC)C2C1=O (stereo unspecified)	-14%	-4%	11%	8%	27	10%	1%	0%	-5%
CCC(=O)Nc1ccc2ccccc2c1	17%	-3%	10%	?	-1	-2%	22%	-3%	18%
Nn1cnnc1SCC(=O)Nc1ccc2c(c1)OCO2	24%	-2%	3%	11%	10	-2%	3%	2%	2%
CCCCC(=O)N/C(N)=N/c1nc2ccccc2o1	23%	3%	-24%	-12%	-11	7%	-1%	1%	-10%
CCOc1ccc(C(=O)CCC(=O)N2CCN(c3ccc(O)cc3)CC2)cc1	?	-2%	-29%	0%	-1	14%	-15%	?	?
Cc1ccc(NC(=O)COC(=O)c2ccc3c(c2)OCO3)c(C)c1	·	-9%	?	?	-13	-2%	0%	25%	2%
C/C(=N\N=c1/sc2ccccc2n1C)c1ccc(N2CCOCC2)cc1	40%[activator]	-7%	5%	3%	0	?	14%	-2%	13%
Cn1c(=O)cc(SCC(=O)NCC2CCCO2)c2ccccc21 (stereo unspecified)	2%	2%	9%	4%	6	5%	17%	-3%	1%
O=C(NCc1cccs1)c1cc(S(=O)(=O)N2CCOCC2)ccc1N1CCCC1	-4%	-29%	-5%	-17%	-2	0%	4%	-6%	-1%
O=C(NCc1ccc2c(c1)OCO2)C1CC(=O)N(CCc2ccccc2)C1 (stereo unspecified)	12%	1%	0%	28%	1	-1%	15%	-6%	-4%
COc1ccc(C2CC(c3cccs3)=NN2C(=O)CSc2nc(=O)n3ccccc3n2)cc1 (stereo unspecified)	-12%	9%	-33%	3%	-7	6%	?	?	-20%
CCOc1ccc(NC(=O)CCN2CCN(c3ccccc3)CC2)cc1	-2%	3%	-12%	5%	11	2%	8%	-3%	4%
COCCCNC(=O)c1c(-c2ccccc2)noc1C	2%	4%	15%	10%	0	1%	16%	-6%	18%
COCCCN(C(=O)CSc1nc2ccccc2c(=O)n1C)c1c(N)n(Cc2ccccc2)c(=O)[nH]c1=O	-11%	0%	2%	18%	24	5%	9%	-2%	14%
O=C(CNC(=O)c1cccc(OC(F)F)c1)Nc1ccc(Cl)cc1	-7%	-1%	9%	-2%	35	1%	-25%	-6%	-21%
Cc1ccc(-c2ccc(/C=N/n3cnnc3)o2)cc1	-8%	-7%	-25%	-1%	?	0%	0%	-6%	9%
CCCCn1c(N)c(N(CCOC)C(=O)COC(=O)COc2c(C)cc(C)cc2C)c(=O)[nH]c1=O	1%	5%	12%	5%	4	1%	8%	-1%	8%
CCOC(=O)c1c2c(c(=S)n(-c3ccccc3)c1N)CCC2	-9%	-16%	21µM*	-5%	-27	?	0%	?	0%
O=C(NC1CCCCC1)c1ccc(N2CCCC2=O)cc1	26%	1%	7%	18%	-15	?	19%	4%	-3%
CCn1c2ccccc2c2cc(NC(=O)N3CCOCC3)ccc21	0%	-8%	-1%	-1%	-3	?	-1%	0%	-12%
CS/C(=C\[N+](=O)[O-])Nc1ccccc1	-4%	0%	16%	6%	13	7%	3%	-6%	2%
COCCOc1cc(N2C(=O)CSCC2=O)c(Cl)cc1Cl	6%	-25%[57.1 µM]	-3%	1%	7	5%	2%	-1%	2%
Cc1ccc([C@@H]2[C@@H]3C(=O)N(c4ccccc4)C(=O)[C@@H]3[C@]3(Cc4ccccc4)C(=O)N(CC4CC4)CC(=O)N23)o1	12%	-2%	3%	5%	23	2%	6%	-3%	10%
O=C(Nc1ccc(-c2noc(COc3ccccc3Cl)n2)cc1)c1ccco1	21%	-3%	0%	3%	-7	13%	-4%	-4%	-20%
COc1ccc(CNC(=O)C(c2ccco2)N(C(=O)c2ccccn2)c2ccccc2)cc1 (stereo unspecified)	·	-1%	-8%	-6%	-2	-6%	0%	0%	-8%
CN(CC(=O)Nc1ccc(Cl)c(C(F)(F)F)c1)Cc1cc(=O)n2ccsc2n1	-1%	0%	?	0%	10	2%	0%	-1%	0%
Cc1c(C(=O)NCC(C)(C)N2CCOCC2)oc2ccccc12	·	13%	22%	0%	3	-6%	0%	-4%	-3%
COc1ccc(-c2cc(C(=O)NC(Cc3cc4ccccc4[nH]3)C(=O)O)c(C)o2)cc1OC (stereo unspecified)	11%	-12%	-1%	?	0	-13%	-10%	-1%	-4%
Cc1cc(C)n2cc(CSc3nnc(-c4ccccc4)c(-c4ccccc4)n3)nc2n1	·	-2%	0%	-11%	0	-2%	-1%	1%	5%
Cc1ccc(/C=N/NC(=O)CNC(=O)Cc2ccccc2)o1	3%	6%	0%	12%	16	-10%	17%	-4%	22%
O=c1c2cn(Cc3ccc(F)cc3)c3ccccc3c-2nn1Cc1ccc(F)cc1	7%	0%[57.1 µM]	0%	-8%	-1	-31%[inhibitor]	6%	-24%	-1%
CC(C)Cn1c(SC(C)C(=O)Nc2ccc3c(c2)OCCO3)nc2ccccc2c1=O (stereo unspecified)	-16%	-14%	21µM*	-3%	-14	5%	-24%	7%	-26%
Oc1[nH]c2ccccc2c1N=Nc1c(F)c(F)c(C(F)(F)F)c(F)c1F	-23%	8%	23%	12%	-12	0%	?	1%	24%
Cn1cnc(C(F)(F)F)c1-c1ccc([N+](=O)[O-])cc1	-5%	10%	-26%	-2%	0	-3%	12%	-11%	2%
CC(=O)OCP(C)(=O)COC(C)=O	-4%	13%	-15%	-3%	21	1%	0%	-6%	-10%[9.24 µM]
Cc1ccc2cc(CCNC(=O)c3cccc([N+](=O)[O-])c3)c(=O)[nH]c2c1	·	-3%	2%	-3%	-13	-2%	10%	-146%[inhibitor]	0%
CCCc1cc(=O)n(-c2nc3ccccc3s2)[nH]1	15%	0%	36%	-19%	11	17%	-1%	-9%	4%
O=S(=O)(NCc1ccccn1)c1ccc(Cl)s1	5%	8%	0%	3%	-2	3%	-8%	-76%[inhibitor]	3%
CN(Cc1cnn(C)c1)Cc1nc(Cc2ccccc2Cl)no1	9%	3%	-5%	15%	30	2%	2%	-4%	7%
COc1ccc(CNc2ccc(N3CCN(C(C)=O)CC3)cc2)cc1OC	-15%	·	-2%	7%	·	5%	·	-6%	·
COc1ccc(S(=O)(=O)N2CCc3cc4c(cc3C2C)OCCCO4)cc1 (stereo unspecified)	-30%	-7%	-13%	3%	22	3%	-13%	-2%	-11%
Cc1cc(C)cc(OCC(=O)NNC(=O)c2ccoc2C)c1	6%	1%	3%	10%	0	-3%	2%	-7%	22%
Cc1cc(C(=O)COC(=O)Cn2cnc3c2c(=O)n(C)c(=O)n3C)c(C)n1C	2%	-4%	16%	10%	15	?	20%	-6%	7%
O=[N+]([O-])c1ccc2nc(NS(=O)(=O)c3ccccc3[N+](=O)[O-])sc2c1	65%[activator]	-29%	-10%	8%	18	?	-12%	-5%	-8%
Cc1cc(C)nc(N(C#N)Cc2cccc([N+](=O)[O-])c2)n1	·	5%	0%	5%	2	-8%	7%	-3%	3%
COc1cc(/C=C(\NC(C)=O)C(=O)Nc2ccc(NC(C)=O)cc2)ccc1OC(C)=O	-4%	1%	22%	0%	16	1%	1%	-4%	0%
Cc1cccc(/C(N)=N/OC(=O)CCCc2ccccc2)c1	86%[activator]	6%	0%	-1%	19	0%	20%	-2%	16%
COc1cc(OC)c(C2C(C#N)=C(N)OC3=C2C(=O)CC(C)C3)cc1OC (stereo unspecified)	1%	6%	-12%	-1%	5	1%	-3%	-4%	1%
COc1ccc(CNC(=O)C2CCN(S(=O)(=O)N3CC(C)CC(C)C3)CC2)cc1 (stereo unspecified)	-13%	10%	-47%	2%	0	15%	-3%	-2%	5%
Cc1cccc(N(C)C(=O)c2cnn(-c3ccccc3)c2C)c1	-31%	7%	-3%	22%	-1	?	2%	?	1%

Looked up by compound from above (three):
SMILES	ATXN2 expr inh	WRN inhibitor	KB-V1 cytotox	KB-3-1 cytotox	IL-1B inflam inh	MCF10A rereplic	HT1080-NT tox	SW480 rerep	HT1080 IDH1KD tx
COc1ccc(CNC(=O)C2CCN(S(=O)(=O)N3CC(C)CC(C)C3)CC2)cc1 (stereo unspecified)	-13%	10%	-47%	2%	0	15%	-3%	-2%	5%
Cc1cc(C(=O)COC(=O)Cn2cnc3c2c(=O)n(C)c(=O)n3C)c(C)n1C	2%	-4%	16%	10%	15	?	20%	-6%	7%
COc1cc(OC)c(C2C(C#N)=C(N)OC3=C2C(=O)CC(C)C3)cc1OC (stereo unspecified)	1%	6%	-12%	-1%	5	1%	-3%	-4%	1%

Hits appear at their usual frequency. About 12% of those tested had a hit in this group.
